Source: PubChem
Tb PYK inh = inhibitors of Trypanosoma brucei pyruvate kinase | Potency, µM (series often up to 76.8 µM), without a hit: at the highest dose activity, negative = inhibition, hits mostly inhibitors | TbPYK enzyme, Kinase-Glo Plus ATP luminescence, 45 min | Q57TT1 | 410,000 tested, 0.12% active; active = well fitted inhibition curve with a large enough effect; also: nearly all actives have a fitted effect of over 50% in size
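In this concentration-response screen, enzyme-free wells defined baseline while DMSO plates tracked drift. Each reaction combined TbPYK, substrate, compound and 130 uM ADP for 45 min at room temperature. Kinase-Glo Plus luminescence gave the signal.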
Numbers without * were called inactive. % is scaled to controls: 0 for no effect and ±100 for the full control effect; potency is read from the fitted curve at half-maximal effect. Only part of the results is shown; count on the stated rates, not on these rows.

| Compound | Tb PYK inh |
| --- | --- |
| COc1ccc(S(=O)(=O)N(C)C[C@H]2OCc3cnnn3CCCC(=O)N([C@@H](C)CO)C[C@H]2C)cc1 | 9% |
| CN(C)c1ccc(-c2ccnc3c2CC(C)(C(=O)NCc2cccc(Cl)c2)O3)cc1 (stereo unspecified) | 2% |
| COCCN1C[C@@H](CO)O[C@@H](n2cnc3c(NCc4cc(OC)c(OC)c(OC)c4)ncnc32)C1 | 1% |
| OC(c1ccc(Cl)c(F)c1)c1ncc(-c2ccccc2Cl)[nH]1 (stereo unspecified) | 0% |
| CC(=O)NC(c1ccccc1)c1nc(-c2cccc(C(C)C)c2)cs1 (stereo unspecified) | -3% |
| COc1cccc(-c2ccc3c(c2)O[C@H](CN(C)C(=O)c2ccccc2F)[C@H](C)CN([C@H](C)CO)S3(=O)=O)c1 | 3% |
| C[C@@H]1CN([C@H](C)CO)C(=O)CCCn2nncc2CO[C@H]1CN(C)S(=O)(=O)c1ccc2ccccc2c1 | 0% |
| Cc1cccc(C)c1OCC(O)CN1CCN(C(=O)c2ccccc2)CC1 (stereo unspecified) | 2% |
| CC(=O)c1cccc(-c2ccnc3c2CC(C(=O)Nc2ccc(Cl)cc2)O3)c1 (stereo unspecified) | 1% |
| CCc1nc2ccc(C(=O)N3CCN(C(C)=O)CC3)cn2c1N(CC)C(=O)NCCc1ccccc1 | 6% |
| CCOC1=C2[C@H]([C@H]3C(=O)N(c4ccccc4)C(=O)[C@H]3C1)[C@@H](C(C)C)N(S(=O)(=O)c1ccc(C)cc1)[C@H]2c1ccccc1 | 5% |
| Cc1nc2c(OCc3ccc(Cl)cc3Cl)cccn2c1N(C)CC1CC1 | -2% |
| CCN(CC)C(=O)c1cccc(-c2csc(C(O)c3ccc(F)cc3)n2)c1 (stereo unspecified) | -5% |
| COc1ccc(S(=O)(=O)N2CCN(CC(=O)N3CCNC3=O)CC2)cc1OC | -8% |
| CC1(C(=O)NS(=O)(=O)c2ccccc2Cl)CCN1C(=O)CC1CCCC1 (stereo unspecified) | -8% |
| C[C@@H]1CN([C@@H](C)CO)S(=O)(=O)c2ccc(C#CC3CCCCC3)cc2O[C@@H]1CN(C)Cc1cccnc1 | -2% |
| CC(C)CN1CCCC2(CCN(S(=O)(=O)c3ccccc3)CC2)C1 | 1% |
| N#Cc1cnn(-c2cc(Cl)ccc2Cl)c1N | -5% |
| COCCN1C[C@@H](CO)O[C@@H](n2cnc3c(N4CCN(CCO)CC4)ncnc32)C1 | -11% |
| CNc1n[nH]c(-c2ccccc2)n1 | 2% |
| COCC(=O)N1CCC2(CC1)CN(c1ccccc1)C2 | -14% |
| CCN(CC)c1ccc(NC(=O)COC(=O)CCc2cc(OC)c(OC)c(OC)c2)cc1 | -25% |
| CCOc1ccc(C[C@H]2NC(=O)CCSSC[C@@H](C(=O)N3CCC[C@H]3C(=O)N[C@@H](CCCN)C(=O)NCC(N)=O)NC(=O)[C@H](CC(N)=O)NC(=O)[C@H]([C@@H](C)O)NC(=O)[C@H]([C@@H](C)CC)NC2=O)cc1 | 0% |
| COc1ccc(NC(=O)C2CCN(S(=O)(=O)c3ccc(Cl)c(C(F)(F)F)c3)CC2)cn1 | 0% |

The final two records of the part above open the next one:
| Compound | Tb PYK inh |
| --- | --- |
| CCOc1ccc(C[C@H]2NC(=O)CCSSC[C@@H](C(=O)N3CCC[C@H]3C(=O)N[C@@H](CCCN)C(=O)NCC(N)=O)NC(=O)[C@H](CC(N)=O)NC(=O)[C@H]([C@@H](C)O)NC(=O)[C@H]([C@@H](C)CC)NC2=O)cc1 | 0% |
| COc1ccc(NC(=O)C2CCN(S(=O)(=O)c3ccc(Cl)c(C(F)(F)F)c3)CC2)cn1 | 0% |
| O=c1[nH]c2ccccc2n1C1CCN(C(c2ccnc3ccccc23)c2nnnn2Cc2ccccc2)CC1 (stereo unspecified) | -1% |
| CCN(CC)C(=O)C1=C(C)N(CCCOC)C(=O)C(CC(=O)NCC2CCCCC2)C1 (stereo unspecified) | -1% |
| CC(C)(C)Nc1c(C2CCNCC2)nc2c(OCc3ccccc3)cccn12 | -2% |
| COc1ccc(N2CCN(c3cncc(C)n3)CC2)cc1 | -2% |
| COCOc1cccc(CN2CCC2(C)C(=O)Nc2ccc(C)c(O)c2)c1 (stereo unspecified) | 3% |
| COC(=O)C[C@H]1C[C@@H]2c3cc(NC(=O)CN(C)C)ccc3O[C@@H]2[C@H](CO)O1 | -11% |
| CCOC(=O)C1(C)CCN1C(=O)c1ccc(Cl)nc1 (stereo unspecified) | 9% |
| C/C(=N\NC(=O)c1ccccc1-n1cccc1)c1ccccn1 | 3% |

Already shown: an excerpt of the list.
| Compound | Tb PYK inh |
| --- | --- |
| CCOC(=O)C1(C)CCN1C(=O)c1ccc(Cl)nc1 (stereo unspecified) | 9% |
| C/C(=N\NC(=O)c1ccccc1-n1cccc1)c1ccccn1 | 3% |

Later entries
| Compound | Tb PYK inh |
| --- | --- |
| O=C(Nc1ccc(S(=O)(=O)Nc2nccs2)cc1)c1ccncc1 | 0% |
| COc1cccc(-c2cnc(C(O)c3ccc(C(C)(C)C)cc3)[nH]2)c1 (stereo unspecified) | 0% |
| CC1(C(=O)NS(=O)(=O)C2CC2)CCCN(C(=O)Cc2ccc(F)cc2)C1 (stereo unspecified) | -9% |
| C[C@@H]1Cn2cnc(C(=O)N[C@@H](Cc3c[nH]c4ccccc34)C(=O)OC(C)(C)C)c2C(=O)N1 | 1% |
| O=c1cnc2cnc(Oc3cccc(Cl)c3)nc2n1C1CC1 | 1% |
| CC(C)Cn1c(SCC(=O)NC2CC2)nc2ccccc21 | -18% |
| O=C(NCC1CC1)C1Cc2c(-c3ccc4c(c3)OCO4)ccnc2O1 (stereo unspecified) | -6% |
| COc1cccc(CNc2nc3cc(-c4ccc(F)cc4)sc3c(=O)n2C)c1OC | -12% |
| C[C@H](CO)N1C[C@H](C)[C@@H](CN(C)Cc2cccnc2)OCc2cnnn2CCCC1=O | 8% |
| CC(OCC(O)CN1CCN(S(=O)(=O)c2ccc(Cl)cc2)CC1)c1ccc(Cl)cc1 (stereo unspecified) | 0% |
| Cc1ccc(C)c(OCc2cc(C(=O)N3CCN(C4CCCCC4)CC3)no2)c1 | 1% |
| CC(C)CC(N)c1csc(Nc2cc(Oc3ccccc3)ncn2)n1 (stereo unspecified) | -1% |
| Cc1cnc(NS(=O)(=O)c2ccc(N)cc2)nc1-c1ccccc1O | -6% |
| O=S(=O)(O)Oc1ccc(C(c2ccc(OS(=O)(=O)O)cc2)c2ccccn2)cc1 | -14% |
| CC(C)CNC(=O)C1(C)CCCN1C(=O)c1cccnc1 (stereo unspecified) | -2% |
| COc1ccc(NC(=O)c2cc(-c3cc(Cl)ccc3C)n[nH]2)c(OC)c1 | 1% |
| CC1(Cc2ccccc2C#N)C(=O)Nc2ccc(-c3ccccc3)cc21 (stereo unspecified) | -2% |
| C[C@@H]1CN([C@H](C)CO)C(=O)c2cc(Br)cnc2O[C@@H]1CN(C)Cc1cncnc1 | 0% |
| COC(=O)[C@]12CCCCC=C1N(Cc1cccc3ccccc13)C(=O)[C@H](CC(=O)NCCCCc1ccccc1)C2 | 14% |
| COc1ccc(-c2ccc3c(c2)CNCc2cnnn2-3)cc1 | 0% |
| COCCNC(=O)C1CCCN(C(=O)Cc2cccc3ccccc23)CC1 (stereo unspecified) | 0% |
| C=CCSc1nc2c(N)ncnc2n1C1OC(CO)C(O)C1O (stereo unspecified) | 1% |
| Cc1cc(C)n2c(SCC(=O)N(CCC#N)c3ccc4c(c3)OCCO4)nnc2n1 | -1% |
| COc1ccccc1-c1cnc(C(O)c2cccc(C)c2C)[nH]1 (stereo unspecified) | 1% |

Remaining list, next part
canonical_smiles | Tb PYK inh
COc1ccc(CCNC(=O)CSc2nc3c(sc(=S)n3-c3ccccc3)c(=O)[nH]2)cc1OC | -11%
COc1cccc(CCNC(=O)c2cc(COc3ccc(C)c(C)c3)on2)c1OC | -5%
Cc1cccc(C)c1Cn1c(C)c(C(=O)NCc2ccccc2C(F)(F)F)sc1=O | -12%
COC(=O)c1ccc(CNC(=O)c2ccc(OC)c(S(=O)(=O)NC3CC3)c2)cc1 | 4%
Cc1ccc(Cl)cc1-c1cc(C(=O)NCC2CCCCC2)[nH]n1 | -10%
COc1cccc(C(=O)NCCS(=O)(=O)N2CCN(c3ccccc3)CC2)c1OC | -6%
CC(C)C[C@@H](CN1CCC[C@@H]1CN1C(=S)NC[C@@H]1Cc1ccc(O)cc1)N1C[C@H](Cc2ccc(O)cc2)N(CCc2ccccc2)C1=S | -13%
COc1c(C)cc(C(O)c2ncc(-c3cccc4ccccc34)[nH]2)cc1C (stereo unspecified) | -2%
NC(=O)c1cccc(-c2ccnc3c2CC(C(=O)Nc2cccc(C(F)(F)F)c2)O3)c1 (stereo unspecified) | -17%
CCCC#Cc1cnc2c(c1)C(=O)N([C@H](C)CO)C[C@@H](C)[C@H](CN(C)S(=O)(=O)c1cccc(OC)c1)O2 | -1%

Shown as labelled records: 4 of the compounds above
O=C(NCC1CC1)C1Cc2c(-c3ccc4c(c3)OCO4)ccnc2O1 (stereo unspecified)
  Tb PYK inh: -6%

COc1cccc(CNc2nc3cc(-c4ccc(F)cc4)sc3c(=O)n2C)c1OC
  Tb PYK inh: -12%

C[C@@H]1Cn2cnc(C(=O)N[C@@H](Cc3c[nH]c4ccccc34)C(=O)OC(C)(C)C)c2C(=O)N1
  Tb PYK inh: 1%

COc1cccc(-c2cnc(C(O)c3ccc(C(C)(C)C)cc3)[nH]2)c1 (stereo unspecified)
  Tb PYK inh: 0%

Further compounds
canonical_smiles | Tb PYK inh
COc1cccc(Nc2ncc3nc(-c4ccc(Cl)cc4)c(=O)n(CCC#N)c3n2)c1 | -10%
CN1CCCC1CN1CCCC1 (stereo unspecified) | 0%
CCOC(=O)C1(C)CCN1C(=O)c1ccc(F)c(Cl)c1 (stereo unspecified) | 1%
C[C@H](CO)N1C[C@H](C)[C@H](CN(C)S(=O)(=O)c2ccc(-n3cccn3)cc2)OCc2cnnn2CCCC1=O | -7%
Cc1ccc(CN2C(=O)C(CC(C)C)Nc3ncnc(N4CCCCC4)c32)cc1 (stereo unspecified) | 1%
COc1cccc(C(O)c2nc(-c3cccc(CO)c3)cs2)c1 (stereo unspecified) | 0%
CC1=C(C(=O)N(C(C)C)C(C)C)CC(CC(=O)NCc2cccc3ccccc23)C(=O)N1Cc1ccc(C(C)(C)C)cc1 (stereo unspecified) | -1%
COCCNC(=O)C1CCCN(C(=O)c2ccc3sccc3c2)CC1 (stereo unspecified) | -7%
CCCc1c(-c2ccc(Cl)cc2)ncn1CCc1ccccc1OC | 3%
CCCCN1C(=O)C(CC(=O)NC(c2ccccc2)c2ccccc2)CC(C(=O)N2CCOCC2)=C1C (stereo unspecified) | -4%
CCC(c1nnnn1-c1c(C)cccc1C)N1CCN(CCN2CCOCC2)CC1 (stereo unspecified) | 1%
O=P1(c2ccccc2)CC=CC1 | -4%
CCOC(=O)CCCCCC(=O)Nc1ccc2c(c1)C(=O)N([C@H](C)CO)C[C@@H](C)[C@@H](CN(C)C(=O)CCC(F)(F)F)OCCCC[C@H](C)O2 | -13%
CC1(Cc2ccc(C(F)(F)F)nc2)C(=O)Nc2cc(-c3ccccc3Cl)ccc21 (stereo unspecified) | 1%
CC1NC(=O)c2cccnc2-n2c1nc1cc(F)c(F)cc1c2=O (stereo unspecified) | 8%
CC1=C(C(=O)N(C)C)CC(CC(=O)NCCc2ccccn2)C(=O)N1Cc1ccc(F)cc1 (stereo unspecified) | -6%
COC(=O)CCCn1cc(CN2CC(N(C)C)CS2(=O)=O)nn1 (stereo unspecified) | 6%
CC(C)Oc1cccc(NC(=O)C2(C)CCN2C(C)C)c1 (stereo unspecified) | 4%
CC1CCCCC12NC(=O)N(CC(=O)Nc1ccc3c(c1)OCO3)C2=O (stereo unspecified) | -9%
CNc1cccc(-c2ccc(N3CCN(C)CC3)nc2)n1 | 2%
O=C(CC1CCCC1)NCCS(=O)(=O)N1CCN(c2ccccc2)CC1 | -5%
O=C(Nc1ccc2c(c1)OCCO2)c1ccccc1Cl | -1%
OCCN1CCN(c2nccn3ccnc23)CC1 | -9%
Cc1ccc(NC(=O)c2cc(S(=O)(=O)N3CCCCC3)ccc2N2CCOCC2)c(C)c1 | -1%
CCOC(=O)C1=CC[C@@H](c2ccc(F)cc2)N(S(=O)(=O)c2ccc(C)cc2)[C@H]1c1ccccc1 | 0%
CCc1cnc(Nc2nc(C(N)Cc3ccc(F)cc3)cs2)nc1 (stereo unspecified) | -4%
COC(=O)C1C2CC3c4[nH]c5cc(OC)ccc5c4CCN3CC2CC(OC2CCCCO2)C1OC (stereo unspecified) | -15%
CCOc1ccc(S(=O)(=O)NCCC(=O)NCC(c2ccc(OC)cc2)N2CCOCC2)cc1 (stereo unspecified) | -1%
CCCCCC(=O)N1C[C@@H](n2cc(COC(=O)c3ccccc3)nn2)[C@H](O)C[C@@H]1c1ccc(C)cc1 | 7%
O=C(CC[C@H]1O[C@@H](n2ccc(=O)[nH]c2=O)[C@H](O)[C@@H]1O)N1CCN(Cc2cccc3ccccc23)CC1 | 0%
COc1ccc([C@H]2C[C@@H](n3cc(COC(=O)c4ccccc4)nn3)[C@H](O)CN2C(=O)c2cccs2)cc1 | 9%
CC(C)C(=O)N1CCCC1(C)C(=O)Nc1ccccc1 (stereo unspecified) | 1%
Nc1nc(SCc2ccccc2)sc1C(=O)N1CCCCC1 | -5%
C#C[C@@]1(OC(C)=O)CC[C@H]2[C@@H]3CCC4=CC(=O)CC[C@@H]4[C@H]3CC[C@@]21C | 7%
COc1ccc2c(C(=O)c3ccc(Cl)cc3)c(C)n(CC(=O)O)c2c1 | 0%
C[C@@H]1CN([C@H](C)CO)C(=O)CCCn2nncc2CO[C@@H]1CN(C)S(=O)(=O)c1cn(C)cn1 | 3%
CN(C)CCNC(=O)c1cccc(-c2cnc3c(NC=O)cc(-c4ccc(C(=O)N5CCOCC5)cc4)cn23)c1 | -6%
COCCNc1nc2cc(-c3ccc(C)cc3)sc2c(=O)n1C | 1%
CNC(=O)C[C@@H]1C(=O)N(c2ccc(OC)cc2)CC1(C)C | -10%
